From PubChem
Insulin prom inh – TRM-6 insulin promoter activity inhibition. inhibition, % at 2 µM. 130,000 tested, 0.9% active. TRM-6 cells (human fetal islet line), insulin promoter-eGFP reporter, imaging; reporter expression induced with tamoxifen;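 active = inhibition above the mean plus 3 SD, with well images judged a real hit on visual review, cut at about 60% in these data, passing the limit was not always enough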
SDO1 yeast rescue – restores growth of sdo1-depleted yeast. 140,000 tested, 0.21% active. S. cerevisiae sdo1-depleted JHY4D growth rescue, OD600 30 h; stronger effect = higher value; pdr5 snq2 efflux-pump mutant strain. z-score at 10 µM;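 active = z-score above 3 at both the 24 hr and the 30 hr optical density reads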;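 also: z-score against mean and SD of all compound wells on the same plate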
SDO1 yeast rescue Rescue 24 h – also measured in SDO1 yeast rescue; calls as there; z-score; S. cerevisiae sdo1-depleted JHY4D growth rescue, OD600; measured here: growth rescue at 24 h;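 0 is the plate mean of compound wells and units are plate SD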
Active calls of the source: *; . = no result given. The list is partial; rates above refer to the full screens.

SDO1 yeast rescue	SDO1 yeast rescue Rescue 24 h	Insulin prom inh	SMILES
-1.7	-1.7	19	COc1cc(NC(=O)C2CCCCN2)ccc1OCC(C)C (configuration not stated)
-1.2	-1.2	.	CC(=O)NN1C(=O)/C(=C\c2ccc(C)cc2)SC1=S
0.92	1.2	.	COCCOC(=O)c1c(C)oc2ccc(NS(=O)(=O)c3ccc(C(=O)O)cc3)cc12
1.7	2.1	-23	CCC1(CC)C(=O)NC(=O)NC1=NCCc1ccc(O)cc1
.	.	29	CCc1nn2c(=O)cc(COc3ccc(/C=C4\C(=N)N5N=C(C)SC5=NC4=O)cc3)nc2s1
1.1	-0.02	24	COc1ccc2[nH]c(O)c(NC(C)=O)c2c1
0.64	0.54	.	CCCC/C(C)=N/NC(=O)NC1CCCCC1
0.43	-0.01	41	O=C(NCCOCc1ccc(Cl)cc1)c1ncn[nH]1
1.4	2.2	-23	Cc1ccc(NC(=O)c2ccccc2N(C)S(C)(=O)=O)cc1C
0.02	0.38	-57	COc1cc(OC)cc(-c2ncc3ccccn23)c1
.	.	28	Nc1ccc(Sc2ccc([N+](=O)[O-])cc2)cc1
-0.86	-0.4	.	Cn1c(SCC(=O)NCc2ccc3c(c2)OCO3)nc2scc(-c3cccs3)c2c1=O
.	.	67	Cc1cccc(N(Cc2cc3ccccc3[nH]c2=O)S(C)(=O)=O)c1
-0.64	-0.6	40	CCOC(=O)C1CCN(C(=O)c2sc3nc(C)nc(N4CCC(C)CC4)c3c2C)CC1
-1.4	-0.91	-7	c1ccc(Cn2nnnc2C(c2cccs2)N2CCc3ccccc3C2)cc1 (configuration not stated)

Look-ups from above.
Insulin prom inh with Nc1ccc(Sc2ccc([N+](=O)[O-])cc2)cc1 → 28
SDO1 yeast rescue with Cc1ccc(NC(=O)c2ccccc2N(C)S(C)(=O)=O)cc1C → 1.4
SDO1 yeast rescue with CC(=O)NN1C(=O)/C(=C\c2ccc(C)cc2)SC1=S → -1.2

Remaining list, next part:
SDO1 yeast rescue	SDO1 yeast rescue Rescue 24 h	Insulin prom inh	SMILES
.	.	29	COc1ccc(C(=O)N/C(=C\c2cccc([N+](=O)[O-])c2)C(=O)Nc2cccc(C(=O)O)c2)cc1
-0.07	-0.34	16	CCCCCOC(=O)CSc1n[nH]c(=O)[nH]c1=O
-1.2	-0.53	19	N#Cc1ccccc1NC(=O)CSc1nnc(-c2ccccc2)n1-c1ccccc1
.	.	-15	COc1ccc(S(=O)(=O)N(C)C)cc1NC(C)C(=O)Nc1cccc(C#N)c1 (configuration not stated)
0.25	-0.82	11	O=C(O)CCCC(=O)NCc1ccccn1
.	.	-45	CN1CCc2nc(NC(=O)COc3ccc4ccccc4c3)sc2C1
0.11	0.23	-25	O=C(c1ccc(S(=O)(=O)N2CCOCC2)cc1)N1CCc2ccccc2C1
0.35	0.03	.	CC1(C)Cc2c(c(N3CCOCC3)nc3sc(C(=O)N4CCCCC4)c(N)c23)CO1
-0.21	-0.18	30	CNc1nc(-c2ccc(Cl)cc2)cs1
0.32	0.03	10	Cn1nnnc1SCc1nnc(-c2ccc(F)cc2)o1
-0.34	-0.37	-17	O=C1C2CSCN2C(=O)CN1CCCN1CCN(C(c2ccccc2)c2ccccc2)CC1 (configuration not stated)
1.3	0.93	-8	O=C(NCC1CCCO1)c1onc(CSc2ccc(Cl)cc2)c1C(=O)O (configuration not stated)
-0.81	-1.1	.	CC1CCN(S(=O)(=O)c2ccc(C(=O)Nc3sccc3C(N)=O)cc2)CC1
-1.2	-1.3	.	Clc1ccc(OCCCc2nc(-c3cccnc3)no2)c(Cl)c1
0.56	-0.68	8	Cc1ccccc1CS(=O)(=O)Cc1ccc(C(=O)NCc2cccnc2)o1

Random excerpt: four compounds from above
SDO1 yeast rescue	SDO1 yeast rescue Rescue 24 h	Insulin prom inh	SMILES
-1.2	-0.53	19	N#Cc1ccccc1NC(=O)CSc1nnc(-c2ccccc2)n1-c1ccccc1
.	.	29	COc1ccc(C(=O)N/C(=C\c2cccc([N+](=O)[O-])c2)C(=O)Nc2cccc(C(=O)O)c2)cc1
-0.81	-1.1	.	CC1CCN(S(=O)(=O)c2ccc(C(=O)Nc3sccc3C(N)=O)cc2)CC1
-0.21	-0.18	30	CNc1nc(-c2ccc(Cl)cc2)cs1

The main list resumes; the three compounds before the break are reprinted first.
SDO1 yeast rescue	SDO1 yeast rescue Rescue 24 h	Insulin prom inh	SMILES
-0.81	-1.1	.	CC1CCN(S(=O)(=O)c2ccc(C(=O)Nc3sccc3C(N)=O)cc2)CC1
-1.2	-1.3	.	Clc1ccc(OCCCc2nc(-c3cccnc3)no2)c(Cl)c1
0.56	-0.68	8	Cc1ccccc1CS(=O)(=O)Cc1ccc(C(=O)NCc2cccnc2)o1
1.2	0.74	-80	Cc1ccc(C(=O)NCc2ccc3c(c2)OCO3)cc1S(=O)(=O)N1CCOCC1
0.14	-0.03	-28	CC(CCc1ccccc1)NC(=O)Cc1ccc([N+](=O)[O-])cc1 (configuration not stated)
0.19	-0.18	.	COc1ccccc1C1C([N+](=O)[O-])=CC([N+](=O)[O-])=CN1C (configuration not stated)
0.19	-0.73	15	CC(CCc1ccccc1)NC(=O)c1nnc(Cc2ccc(F)cc2)o1 (configuration not stated)
1.4	1.7	31	CCOC(=O)c1cnn(-c2ccc(C(F)(F)F)cn2)c1N
.	.	33	O=C(CN1CCOCC1)Nc1ccc2c(c1)OCO2
.	.	-7	O=C(Nc1ccccc1CC[N+](=O)[O-])N1CCN(c2ccccc2)CC1
-1.3	-0.18	-71	Cc1cccc(-c2nc(CSc3nc4c(c(=O)[nH]3)CCC4)c(C)o2)c1
1.1	1.3	14	COc1ccc2c(c1)CC(C1(O)C(=O)Nc3ccccc31)C2=O (configuration not stated)
.	.	20	Cc1ccc(/C=[N+](/C)[O-])cc1
-0.58	-1.2	-24	COC(=O)[C@@H](NC(=O)O[C@@H]1C(=O)c2cc(Br)ccc2O[C@H]1c1cccc(OC)c1)C(C)C
0.86	0.63	0	COc1ccc2c(c1)c1ncn(CCN3CCNCC3)c(=O)c1n2C
1.9	1.9	-43	CC(=O)CCc1ccc(OC(=O)c2cccnc2)cc1
-1.1	-1.1	-10	c1ccc(-c2cnnc(N3CCCCC3)n2)cc1
-0.29	-0.76	-60	O=C(NCC(=O)N(Cc1ccccc1)C(C(=O)NC1CCCC1)c1ccncc1)c1ccco1 (configuration not stated)
-2	-1.1	14	CSc1nc2ccc(S(=O)(=O)NC3CCCCC3)cc2s1
.	.	-47	O=c1cc(CSc2ccc(Cl)cc2)nc(-c2ccncc2)[nH]1
1.3	0.56	16	Cc1nc2ncnn2c(C)c1Cc1ccc(Cl)cc1
0.89	-0.1	12	CCN1CCN(C(=S)Nc2ccc3nc(N4CCN(CC)CC4)cc(C)c3c2)CC1
-1.7	-1.1	-24	Cc1c(C(=O)OC2CCCCC2)[nH]c2c1C(=O)CC(C)(C)C2
-0.56	-0.07	-30	Cc1ccc(S(=O)(=O)/N=C(\Nc2cccc(C)c2)Nc2nc(C)cc(C)n2)cc1
-1	-1.4	.	O=C(CSCc1ccccc1)N/N=C/c1ccccc1OCc1ccccc1
1	1.7	35	O=C(Nc1ccc2c(c1)OCCO2)C(c1ccc(F)cc1)N1CCCCC1 (configuration not stated)
0.22	0.3	.	COc1cc2c(c(OC)c1)C(c1cccc(OC)c1OC)CC(=O)N2 (configuration not stated)
-0.88	-0.72	-15	CCC(C)(C)n1nnnc1C(c1cc2cc(C)cc(C)c2[nH]c1=O)N1CCCC1 (configuration not stated)
-1	-0.6	9	CCc1ccc(C(=O)c2cncc(Br)c2)cc1
0.47	-0.26	11	O=C(Nc1cccc(Cl)c1)NC1(C(=O)NCc2cccs2)CCCCC1
-0.64	-0.4	-14	O=C(Nc1ccc2oc(-c3cccnc3)nc2c1)c1cc2ccccc2o1
-0.74	-0.39	.	COC(=O)C1=C(C)N(c2cc(Cl)cc(Cl)c2)C(=O)C1
0.77	1.2	.	O=C1NC(c2ccc3c(c2)OCO3)Oc2ccccc21 (configuration not stated)
0.56	0.63	.	CC1CCN(CCC(=O)N2CCCc3c2c(=O)oc2ccc(O)cc32)CC1
0.28	-0.14	.	Cc1noc(C(=O)Nc2cccnc2)c1Cl
0.01	-0.05	8	O=C(CCC(=O)Nc1ccc(Cl)cc1Cl)NNC(=O)[C@@H]1CCCC[C@@H]1C(=O)O
.	.	25	CSC(=S)N/N=C/c1ccc(Br)cc1
.	.	48	CCc1ccc(Nc2cnn(C34CC5CC(CC(CC(=O)O)(C5)C3)C4)c(=O)c2Cl)cc1
-0.15	1.5	-262	CCOc1nc(-c2ccc(C)cc2)ccc1-c1noc(-c2cccnc2)n1
1.1	0.15	-23	NNC(=O)c1ccc(Cl)cc1Cl
0.4	-0.55	.	Cc1nc(SCC(N)=O)[nH]c(=O)c1Cc1ccc(OC(C)C)cc1
-0.43	-0.75	.	COc1cccc(NC(=O)CN(C)C(=O)COc2ccc3ccccc3c2)c1
0.36	-0.39	69	CCOC(=O)c1ccc(NC(=O)CC2SC(=NC)N(C)C2=O)cc1 (configuration not stated)
0.3	-1.1	.	CCOC(=O)C1CCN(c2c(NCc3ccc(C(=O)NCCOC)cc3)c(=O)c2=O)CC1
0.43	0.64	10	CCC(=O)N1c2ccccc2NC2=C(C(=O)CC(c3ccco3)C2)C1c1ccco1 (configuration not stated)
0.58	0.2	-64	Cc1sc2nc(CSc3ccccc3)nc(NCCN(C)C)c2c1C
-0.38	-1	15	C=CCc1cc(Cl)ccc1OCCNCCCOC
-2.5	-1.5	11	O=S(=O)(NCC(c1cccnc1)N1CCN(c2ccccc2)CC1)c1cc(F)ccc1F (configuration not stated)
0.78	0.57	.	O=C(CSc1nnc(CCCN2C(=O)c3cccc4cccc(c34)C2=O)n1-c1ccccc1)N1CCN(CCO)CC1
-0.48	-1.2	33	COc1ccc(F)cc1S(=O)(=O)NCc1ccccc1
-0.01	0.08	.	COc1ccc(OC)c(NC(=O)CC2SC(=Nc3ccccc3)N(CCc3ccccn3)C2=O)c1 (configuration not stated)
0.44	0.13	48	CC(C)n1nnnc1-c1cccc(Cl)c1
-1.3	-0.96	0	C[C@@H]1C=C[C@](Cc2ccccc2)(C(=O)NCC2CC2)N1C(=O)c1ccccc1
-0.28	0.33	14	CCOC(=O)c1ccc(NC(=O)C(CC)(CC)C(=O)OCC)cc1
0.04	0.02	33	COc1cc(/C=N/NC(=O)c2cccnc2)ccc1OCC(=O)Nc1ccc(C)cc1
.	.	56	Cc1cc(C(F)(F)F)nn1CC(=O)N(C)c1ccccc1
0.43	0.01	0	COC(=O)c1cn(C(=O)c2ccc(Br)o2)c2ccccc12
-1.3	-1.2	.	Cc1nc(N2CCCC2)c2nnn(Cc3ccccc3Cl)c2n1
0.73	1.4	-5	CCOc1cc(C(=O)NCCOC)cc(OCC)c1OCC
-0.61	-0.92	32	CCc1nc(Sc2nnnn2-c2ccccc2)c2c3c(sc2n1)CCCC3
-1.3	-1.2	7	O=C(Oc1ccc(N(Cc2cccs2)C2=NS(=O)(=O)c3ccccc32)cc1)c1ccccc1F
1.1	1.2	36	Cc1cc(C)n(CC(O)COCc2ccccc2)n1 (configuration not stated)
0.04	-0.24	.	COC(=O)c1ccc(NC(C)=O)o1

The list goes on.
SDO1 yeast rescue	SDO1 yeast rescue Rescue 24 h	Insulin prom inh	SMILES
-0.45	-1.3	.	CN(C)C1NC(=O)c2cc(-c3ccccc3)sc2N1 (configuration not stated)
0.63	1.3	3	O=C(CSc1nncs1)Nc1cc(-c2ccccc2)nn1-c1ccccc1
3	2.2	-59	NC(=O)c1c(-c2ccc(Cl)cc2Cl)csc1NC(=O)Cc1ccccc1
-0.76	0.04	-37	COc1ccccc1CNn1c(-c2cccc(C)c2)nc2ccccc2c1=O
-0.91	-0.88	-4	CCN(CC)c1cc(C(F)(F)F)nc(-c2ccccn2)n1
0.5	-0.13	.	CCCc1cc(=O)[nH]c(SCC(=O)N(CC)Cc2ccccc2)n1
1.1	1.7	-33	CCOc1ccccc1Nc1nnc(SCC(=O)N2CCCC2)s1
0.23	-0.13	16	Cc1ccc(NC(=O)Nc2sc(=S)n(C)c2C)cc1
-0.39	-0.75	13	Cc1nc(CCN2C(=O)c3ccccc3C2=O)cs1
-1.4	-0.65	-21	CCn1c(=O)cc(SCC(=O)NCc2ccc(C)cc2)c2ccccc21
-0.57	-0.76	32	CCC(=O)N1CCN(c2ccccc2NC(=O)COc2cccc(C)c2)CC1
.	.	33	CN1CCN(S(=O)(=O)c2ccc(NC(=S)NC(=O)C3CCCCC3)cc2)CC1
1.8	2	29	CC1CN(C(=O)CN2C(=O)NC(C)(c3ccccc3)C2=O)CC(C)O1 (configuration not stated)
-0.4	-0.34	-14	O=C(Nc1nc(-c2ccc3ccccc3c2)cs1)C1CCN(S(=O)(=O)c2cccs2)CC1
-0.04	-0.12	-6	Cc1cccc(OCCCC(=O)NCCc2ccccc2)c1
.	.	-36	CCCC(=O)Oc1c(S(=O)(=O)c2ccc(C)cc2)c(C)nn1C(C)(C)C
0.07	0.72	.	CCOC(=O)c1cc(CC)sc1NC(=O)c1ccc2c(c1)OCCO2
